BioA inh: BioA (M. tuberculosis) enzyme inhibition; purified M. tuberculosis BioA enzyme, plate reader; inhibition, % at 9.99 µM; 360,000 tested, 0.096% active; AID 602481; in the data active = inhibition above about 40%
* marks the source's active call; other numbers are inactive results. Only part of the results is shown (hit frequency here may not be typical).

SMILES	BioA inh
CCC(=O)N1[C@H](CO)[C@H]2c3ccccc3N(S(=O)(=O)c3ccccc3C)C[C@H]21	-3.2
C[C@@H]1CCCCO[C@@H](CN(C)C(=O)c2ccncc2)[C@H](C)CN([C@@H](C)CO)C(=O)c2cc(NS(C)(=O)=O)ccc2O1	0.8
O=C(Nc1ccc2c(c1)[C@H]1C[C@H](CC(=O)N3CCc4ccccc4C3)O[C@H](CO)[C@H]1O2)NC1CCCC1	3.6
C[C@@H]1CCCCO[C@H](CN(C)C(=O)Nc2ccc(C(F)(F)F)cc2)[C@@H](C)CN([C@H](C)CO)C(=O)c2cc(NC(=O)Cc3ccccc3)ccc2O1	0.1
C=CCN1C(=O)[C@@]2(O[C@@H](CCn3cc(CCO)nn3)[C@H]([Si](C)(C)c3ccc(OC)cc3)[C@H]2C)c2cc(NC(=O)c3ccc(OC)cc3)ccc21	2.5
C[C@@H]1CCCCO[C@@H](CN(C)Cc2ccncc2)[C@H](C)CN([C@H](C)CO)C(=O)c2cc(NC(=O)CCC(F)(F)F)ccc2O1	0.4
O=C(N[C@H]1CC[C@@H](CCn2cc(C3(O)CCCC3)nn2)O[C@@H]1CO)C1CCOCC1	0.9
C[C@@H]1CN([C@H](C)CO)C(=O)CCCn2cc(nn2)CO[C@@H]1CN(C)C(=O)Oc1ccccc1	-2.8
C[C@H](CO)N1C[C@H](C)[C@H](CN(C)S(=O)(=O)c2cccs2)Oc2ccc(NC(=O)Nc3ccc(F)cc3)cc2C1=O	1.0
COc1ccc(NC(=O)Nc2ccc3c(c2)C(=O)N([C@@H](C)CO)C[C@H](C)[C@@H](CN(C)C(=O)Nc2ccccc2)OCCCC[C@H](C)O3)cc1	-1.9
C/C=C/c1cnc2c(c1)C(=O)N([C@H](C)CO)C[C@H](C)[C@H](CN(C)C(=O)C1CCCCC1)O2	2.6
C[C@@H]1CN([C@H](C)CO)C(=O)Cc2cc(NS(=O)(=O)c3ccccc3)ccc2O[C@H]1CN(C)S(=O)(=O)c1ccc(F)cc1	-1.7
O=C(C[C@H]1CC[C@H](NC(=O)c2cccc(F)c2)[C@H](CO)O1)NCCN1CCCC1	-2.6
C[C@@H]1CCCCO[C@@H](CN(C)Cc2ccc(Cl)c(Cl)c2)[C@@H](C)CN([C@@H](C)CO)C(=O)c2cc(NC(=O)CCC(F)(F)F)ccc2O1	0.0
CO[C@H]1CN(C)C(=O)c2ccc(NC(=O)c3ccccc3F)cc2OC[C@@H](C)NC[C@H]1C	0.8
CC=Cc1ccc2n(c1=O)C[C@@H]1[C@@H](CO)[C@H](C(=O)NCCC)N(CC3CCCC3)[C@H]21 (mixture of isomers)	3.5
O=C(NCC[C@H]1CC[C@H](NS(=O)(=O)c2cccc(F)c2)[C@H](CO)O1)Nc1cc(F)ccc1F	-0.3
C[C@@H]1CN([C@@H](C)CO)C(=O)c2cc(NC(=O)Nc3ccc(F)cc3)ccc2O[C@@H](C)CCCCO[C@H]1CN(C)Cc1ccncc1	1.3
O=C(Nc1cccc(F)c1)N1C[C@@H]2[C@H](c3ccccc31)[C@H](CO)N2C(=O)Cc1ccccn1	0.5
C[C@@H]1CN([C@H](C)CO)C(=O)c2cccc(NS(=O)(=O)c3cn(C)cn3)c2O[C@@H]1CN(C)Cc1ccccc1	-0.3
C[C@@H]1CCCCO[C@@H](CN(C)C)[C@H](C)CN([C@@H](C)CO)C(=O)c2cc(NC(=O)Nc3ccc4c(c3)OCO4)ccc2O1	3.1
COC(=O)[C@@H]1[C@@H](CO)[C@@H]2Cn3c(ccc(-c4ccccc4OC)c3=O)[C@H]1N2Cc1ccccc1	1.2
O=C(C[C@@H]1C[C@@H]2c3cc(NC(=O)CC4CC4)ccc3O[C@@H]2[C@H](CO)O1)NCc1cc(F)ccc1F	-2.0
C[C@H](CO)N1C[C@H](C)[C@H](CN(C)Cc2ccc(-c3ccccc3)cc2)Oc2ccc(NC(=O)Nc3cccc4ccccc34)cc2C1=O	-1.0
O=C(N[C@@H]1CC[C@@H](CCNS(=O)(=O)c2ccc(F)cc2)O[C@H]1CO)c1ccccn1	1.8
SMILES	BioA inh
COCC#Cc1ccc2c(c1)O[C@@H](CN(C)S(=O)(=O)c1ccc(F)cc1)[C@@H](C)CN([C@@H](C)CO)S2(=O)=O	-4.6
C[C@@H]1CN([C@@H](C)CO)C(=O)c2cc(C3=CCCC3)cnc2O[C@@H]1CN(C)C(=O)C1CCC1	-2.3
Cc1cc(C(=O)Nc2cccc3c2O[C@@H](CN(C)Cc2ccc4c(c2)OCO4)[C@H](C)CN([C@@H](C)CO)C3=O)n(C)n1	0.9
C[C@@H]1CN([C@H](C)CO)C(=O)c2cccc(NS(=O)(=O)c3cn(C)cn3)c2O[C@@H]1CN(C)S(C)(=O)=O	-1.6
C[C@H]1CN([C@@H](C)CO)C(=O)c2cc(-c3ccc(C#N)cc3)cnc2O[C@H]1CN(C)Cc1ccccn1	1.2
C[C@@H](NC(=O)C[C@H]1CC[C@H]2[C@@H](COC[C@@H](O)CN2C(=O)Nc2ccccc2)O1)c1ccccc1	-2.7
O=C(C[C@H]1C=C[C@@H](NS(=O)(=O)c2ccccc2)[C@H](CO)O1)N1CCc2ccccc2C1	5.5
CN1C(=O)c2cc(NS(=O)(=O)c3cccc(F)c3)ccc2OC[C@@H]2O[C@H](CC(=O)NCCN3CCCCC3)CC[C@H]21	-1.5
CC=Cc1ccc2n(c1=O)C[C@H]1[C@H](CO)[C@@H](C(=O)NCCC)[C@@H]2N1CC1CC1 (mixture of isomers)	0.4
C[C@H](O)C#Cc1ccc2c(c1)O[C@H](CN(C)C(=O)c1ccccc1)[C@H](C)CN([C@@H](C)CO)S2(=O)=O	2.4
COc1ccccc1C#Cc1ccc([C@H]2[C@@H](CO)N(C(=O)C3CC3)[C@H]2C#N)cc1	0.3
COc1ccccc1NC(=O)N(C)C[C@H]1OCc2ccccc2-c2ccccc2C(=O)N([C@@H](C)CO)C[C@H]1C	-0.8
O=C1CC[C@@H]2c3[nH]c4ccc(F)cc4c3CCN12	1.1
C[C@@H]1CN([C@@H](C)CO)C(=O)c2cccc(NC(=O)C3CCCCC3)c2O[C@@H]1CN(C)C(=O)Nc1ccc2c(c1)OCO2	1.0
O=C(c1ccccc1F)N1C[C@@H]2[C@H](c3ccccc31)[C@H](CO)N2C(=O)c1cccnc1	-2.4
COc1ccccc1S(=O)(=O)N[C@H]1C=C[C@@H](CC(=O)NCc2cc(F)cc(F)c2)O[C@@H]1CO	-2.6
CCCNC(=O)N(C)C[C@@H]1Oc2cc(C#CC(C)(C)O)ccc2S(=O)(=O)N([C@@H](C)CO)C[C@@H]1C	-0.5
CCCNC(=O)[C@@H]1[C@@H](CO)[C@@H]2Cn3c(ccc(-c4cncnc4)c3=O)[C@H]1N2C(=O)Nc1ccccc1	-0.1
O=C(C[C@H]1CC[C@H]2[C@@H](COC[C@H](O)CN2C(=O)Nc2ccc(Cl)cc2)O1)NCC1CC1	-1.1
COCCN(C[C@@H]1[C@H](c2ccccc2)[C@@H](CO)N1C(C)=O)C(=O)c1ccncc1	0.1
C[C@H]1CN([C@@H](C)CO)C(=O)Cc2cc(NC(=O)c3ccncc3)ccc2O[C@H]1CN(C)CC1CC1	0.1
COc1ccc(S(=O)(=O)Nc2ccc3c(c2)C(=O)N([C@H](C)CO)C[C@H](C)[C@H](CN(C)C(=O)NC(C)C)OCCCC[C@H](C)O3)cc1	1.1
CO[C@H]1CN(C)C(=O)c2cccc(C#N)c2OC[C@@H]2O[C@H](CC[C@H]2OC)CCN(C)C(=O)[C@@H]1C	-1.2
C[C@@H]1CN([C@@H](C)CO)C(=O)c2cccc(NC(=O)Nc3ccc(C(F)(F)F)cc3)c2O[C@H]1CN(C)C(=O)Nc1ccc(F)cc1	0.2
N#C[C@H]1[C@H](c2ccc(-c3ccccc3F)cc2)[C@@H](CO)N1C(=O)Cc1ccccc1	-0.2
SMILES	BioA inh
COCCNC(=O)C[C@H]1CC[C@@H]2[C@H](COc3ccc(NC(=O)Nc4cccc(F)c4)cc3C(=O)N2C)O1	44.7*
COc1ccc(CN(C)C[C@@H]2Oc3ccc(NC(=O)Nc4ccccc4)cc3C(=O)N([C@@H](C)CO)C[C@H]2C)cc1	-0.7
C[C@@H]1CN([C@@H](C)CO)C(=O)c2cc(NC(=O)NC3CCCCC3)ccc2O[C@@H]1CN(C)Cc1ccncc1	-0.8
C[C@@H]1CN([C@H](C)CO)C(=O)c2cccc(NS(=O)(=O)c3ccccc3)c2O[C@H]1CN(C)Cc1ccncc1	-0.2
CCCNC(=O)[C@@H]1[C@@H](CO)[C@@H]2Cn3c(ccc(-c4ccccc4OC)c3=O)[C@@H]2N1CC	1.2
CCCNC(=O)N(C)C[C@@H]1Oc2ncc(C3=CCCCC3)cc2C(=O)N([C@H](C)CO)C[C@@H]1C	-1.9
O=C(C[C@H]1C=C[C@@H](NC(=O)c2ccc(F)cc2)[C@H](CO)O1)NCc1ccncn1	-2.4
O=C(C[C@H]1C=C[C@H](NS(=O)(=O)c2ccc(F)cc2)[C@@H](CO)O1)N1CCN(c2ccccc2)CC1	1.3
C[C@@H]1CCCCO[C@@H](CN(C)S(=O)(=O)c2cn(C)cn2)[C@@H](C)CN([C@@H](C)CO)C(=O)c2cc(NC(=O)Nc3cccc4ccccc34)ccc2O1	-3.7
O=C(N[C@H]1CC[C@@H](CC(=O)N2CCc3ccccc3C2)O[C@H]1CO)C1CCC1	-3.6
C[C@H](CO)N1C[C@H](C)[C@@H](CN(C)C(=O)C2CC2)Oc2cc(-c3cccc(C#N)c3)ccc2S1(=O)=O	5.0
CCC(=O)Nc1ccc2c(c1)C(=O)N(C)C[C@@H](OC)[C@@H](C)CN(CC1CCCCC1)[C@H](C)CO2	0.1
C[C@@H]1CCCCO[C@H](CN(C)S(=O)(=O)c2ccc(F)cc2)[C@H](C)CN([C@@H](C)CO)C(=O)c2cc(NC(=O)Nc3ccc(F)cc3)ccc2O1	-0.8
C[C@H](CO)N1C[C@H](C)[C@@H](CN(C)CC2CCCCC2)OCCCC[C@H](C)Oc2ccc(NC(=O)Nc3ccc(F)cc3)cc2C1=O	1.2
C[C@H]1CN([C@@H](C)CO)C(=O)c2cc(C3=CCCC3)cnc2O[C@@H]1CN(C)C(=O)CN1CCOCC1	0.2
O=C1c2ccccc2[C@@]2(Cc3ccccc3N(CCN3CCOCC3)C2=O)[C@H](c2ccc(CO)cc2)N1Cc1ccccc1Cl	-1.2
C[C@@H]1CN([C@H](C)CO)C(=O)CCCn2nncc2CO[C@@H]1CN(C)Cc1ccccc1C(=O)O	-1.6
CN1C(=O)c2cc(NC(=O)c3ccc(F)cc3)ccc2OC[C@@H]2O[C@@H](CC(=O)NCC3CCCCC3)CC[C@@H]21	-3.4
C[C@@H]1CCCCO[C@H](CN(C)S(=O)(=O)c2cccs2)[C@@H](C)CN([C@@H](C)CO)C(=O)c2cc(NC(=O)CCCN(C)C)ccc2O1	-2.3
CCC(=O)Nc1ccc2c(c1)C(=O)N(C)C[C@@H](OC)[C@@H](C)CN(C(=O)Cc1cccnc1)[C@@H](C)CO2	1.6
O=C(Nc1ccc(F)cc1)Nc1ccc2c(c1)[C@H]1C[C@@H](CC(=O)N3CCOCC3)O[C@@H](CO)[C@H]1O2	-1.4
COc1ccc(NC(=O)N[C@H]2CC[C@H](CCn3cc(-c4ccc(F)cc4)nn3)O[C@@H]2CO)cc1	-1.8
CCCNC(=O)N[C@H]1CC[C@@H](CC(=O)N2CCN(C)CC2)O[C@H]1CO	-1.4
O=C(Cc1ccccn1)NCC[C@H]1CC[C@H](NS(=O)(=O)c2ccccc2)[C@@H](CO)O1	-1.9
C[C@@H]1CN([C@@H](C)CO)C(=O)c2c(c3ccccc3n2C)-c2ccccc2CO[C@@H]1CN(C)S(=O)(=O)c1ccccc1	-1.3
C[C@H]1CCCCO[C@H](CN(C)Cc2ccc(C(=O)O)cc2)[C@@H](C)CN([C@@H](C)CO)C(=O)c2cc(NS(=O)(=O)c3cccs3)ccc2O1	-1.4
C[C@H]1CN([C@@H](C)CO)S(=O)(=O)c2ccc(C#Cc3ccccc3)cc2O[C@H]1CN(C)C	-0.1
CC(=O)N(C)C[C@@H]1Oc2ncc(-c3cncnc3)cc2C(=O)N([C@@H](C)CO)C[C@@H]1C	-2.2
COC(=O)[C@@H]1[C@@H](CO)[C@@H]2Cn3c(ccc(-c4cccc(C(=O)N(C)C)c4)c3=O)[C@H]1N2C(=O)NC(C)C	-2.1
O=C(CCN1CCCCC1)N[C@H]1CC[C@@H](CCNS(=O)(=O)c2ccc(Cl)cc2)O[C@@H]1CO	17.8

Gathered by group: those above containing an aryl methoxy group
SMILES	BioA inh
C=CCN1C(=O)[C@@]2(O[C@@H](CCn3cc(CCO)nn3)[C@H]([Si](C)(C)c3ccc(OC)cc3)[C@H]2C)c2cc(NC(=O)c3ccc(OC)cc3)ccc21	2.5
COc1ccc(NC(=O)Nc2ccc3c(c2)C(=O)N([C@@H](C)CO)C[C@H](C)[C@@H](CN(C)C(=O)Nc2ccccc2)OCCCC[C@H](C)O3)cc1	-1.9
COC(=O)[C@@H]1[C@@H](CO)[C@@H]2Cn3c(ccc(-c4ccccc4OC)c3=O)[C@H]1N2Cc1ccccc1	1.2
COc1ccccc1C#Cc1ccc([C@H]2[C@@H](CO)N(C(=O)C3CC3)[C@H]2C#N)cc1	0.3
COc1ccccc1NC(=O)N(C)C[C@H]1OCc2ccccc2-c2ccccc2C(=O)N([C@@H](C)CO)C[C@H]1C	-0.8
COc1ccccc1S(=O)(=O)N[C@H]1C=C[C@@H](CC(=O)NCc2cc(F)cc(F)c2)O[C@@H]1CO	-2.6
COc1ccc(S(=O)(=O)Nc2ccc3c(c2)C(=O)N([C@H](C)CO)C[C@H](C)[C@H](CN(C)C(=O)NC(C)C)OCCCC[C@H](C)O3)cc1	1.1
COc1ccc(CN(C)C[C@@H]2Oc3ccc(NC(=O)Nc4ccccc4)cc3C(=O)N([C@@H](C)CO)C[C@H]2C)cc1	-0.7
CCCNC(=O)[C@@H]1[C@@H](CO)[C@@H]2Cn3c(ccc(-c4ccccc4OC)c3=O)[C@@H]2N1CC	1.2
COc1ccc(NC(=O)N[C@H]2CC[C@H](CCn3cc(-c4ccc(F)cc4)nn3)O[C@@H]2CO)cc1	-1.8

From PubChem BioAssay
